# Screening data deposited in PubChem by Vanderbilt High Throughput Screening Facility.
# Cav32 inh: Cav3.2 calcium influx blockers – cell-based, Fluo-4 calcium fluorescence, FDSS, MLSMR library, primary screen | Voltage-dependent T-type calcium channel subunit alpha-1H (Homo sapiens), O95180 | Cav3.2-expressing cells; hits give low values | B-score at 10 µM | 100,000 compounds, 4% hits | AID 449739, 2010;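 active = single-dose well whose peak fluorescence ratio is a statistical outlier from its plate by either plate-standardised score or position-corrected B-score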
# * hit, by the source's call. The list is partial; rates above refer to the full screens.
Cav32 inh,canonical_smiles
0.35,CC1(C)CC(=O)C2=C(C1)N(CCN1CCOCC1)C1=C(C(=O)CC(C)(C)C1)C2c1cccc(Cl)c1
-0.35,COCC(=O)NCCc1nc(-c2ccccc2)cs1
0.024,Cc1ccc(S(=O)(=O)NCC(=O)OCC(=O)N2CCc3ccccc32)cc1
-4.2,O=c1[nH]c2ccccc2n1CCCSc1cnc2ccccc2n1
-1.3,CC(C)(C)c1ccc(-c2nnc(SCCN3C(=O)c4ccccc4C3=O)o2)cc1
0.069,CCOC(=O)CSc1nnc(CNC(=O)Cc2ccccc2)n1-c1ccccc1OC
0.089,CCOC(=O)Cc1csc(NC(=O)c2ccoc2C)n1
1.2,N#CC1=C(O)C(c2ccccc2)n2c1nc(=O)c1ccccc12 (stereo unspecified)
-0.035,Cc1sc(NC(=O)CCCC(=O)O)c(C#N)c1C
0.18,Cc1ccc(C2NC(=S)NC3=C2N2CCC3CC2)cc1 (stereo unspecified)
-2.5,N#C/C(=C\c1ccc[nH]1)S(=O)(=O)c1ccccc1
0.82,O=C(Nc1nnc(CCc2ccccc2)s1)c1cccs1
1.2,O=C(N1CCCCCC1)N1CCN(C(=O)N2CCCCC2)CC1
0.41,O=C(Cc1ccc(Cl)cc1)NCCN1CCCC1
0.33,c1ccc2c(c1)CCN(c1ncnc3nc[nH]c13)C2
0.032,CCc1nnc(NC(=O)C2CC(=O)N(c3ccc(C)cc3)C2)s1 (stereo unspecified)
0.64,CCOC(=O)c1sc(=S)n(CC)c1NC(=O)C1CC1
0.72,Cc1nn(CC(=O)Nc2ccc3c(c2)nc2n3CCOC2)c(=O)c2ccccc12
-0.17,O=C(NCc1cccs1)C1CCN(c2nccs2)CC1
-0.34,COC(=O)[C@H](CCSC)NS(=O)(=O)c1ccccc1Br
1.1,Nn1cnnc1SCC(=O)Nc1ccc2c(c1)OCCO2
-6.1*,O=C(CSCc1ccc(Cl)cc1)NCc1ccc2c(c1)OCO2
-0.02,CCOc1cc(C2C(C(=O)OC)=CN(C3CCCC3)C=C2C(=O)OC)cc(Br)c1O
-0.075,O=C(COC(=O)c1cccc(S(=O)(=O)N2CCc3ccccc32)c1)NC1CCS(=O)(=O)C1 (stereo unspecified)
0.48,COC(=O)c1ccc(Cn2c(C)cc(C)[n+]2C)o1
0.68,N#Cc1cccnc1N1CCN(C(=O)c2ccc3c(c2)S(=O)(=O)c2ccccc2C3=O)CC1
0.022,FC(F)(F)c1cc(C(F)(F)F)c2ccc(N/N=C/c3cccc(Cl)c3)nc2n1
-3.1,O=C1OC(c2ccc3c(c2)OCO3)N(C(=O)c2ccc(Cl)c(Cl)c2)c2ccccc21 (stereo unspecified)
-3.2,Cc1[nH]c(=O)[nH]c(=O)c1NC(=O)CSc1ncccc1-c1nc2ccccc2[nH]1
-8.2*,Cc1ccc(Cl)cc1N1CCN(C(=O)C2CCN(c3nnc(-n4cccc4)s3)CC2)CC1
-0.8,O=[N+]([O-])c1cccc(/C=C/c2nc(C=Nc3ccccc3)c(O)o2)c1
-0.78,CCOC(=O)c1ccc(NC(=O)c2nc[nH]c2C(=O)N[C@@H](Cc2ccccc2)C(=O)OC(C)(C)C)cc1
1.6,c1ccc(CNc2ncnc3ccccc23)cc1
0.28,O=C(NC1CCCC1)C(c1cccnc1)N(C(=O)c1csnn1)C1CC1 (stereo unspecified)
0.33,Cc1nn(-c2ccccn2)c(C)c1Oc1ccccc1O
-5.6*,Clc1ccc(COn2c(-c3ccc(Cl)cc3Cl)nc3ncccc32)cc1
-2.4,COn1c2c(c3c4nonc4ccc31)CCCC2
-0.1,CCc1nc2ccc(C(=O)NCc3ccco3)cc2nc1CC
0.019,O=C(O)C1C2C=CC(O2)C1C(=O)NCc1ccc(Cl)cc1 (stereo unspecified)
1.4,COc1ccc(-c2nnc3ccc(SCC(=O)N4CCCC4)nn23)cc1
0.28,Cc1ccc(CNC(=O)CCNS(=O)(=O)c2cccc3nonc23)cc1
-0.0092,O=C1C2CC=CCC2C(=O)N1Cc1ccccc1 (stereo unspecified)
-0.45,Cc1ccc(CN2C(=O)[C@@H]3Cc4c([nH]c5ccccc45)C(C)(C)N3C2=O)cc1
-0.48,COc1ccc(/C=N\n2nnc3ccccc32)cc1
0.8,O=C(O)CSc1nnc(-c2ccncc2)n1CCc1ccccc1
-0.28,c1ccc2c(c1)oc1c(NCC3CCCO3)ncnc12 (stereo unspecified)
-0.84,CCC(Oc1ccccc1)C(=O)Nc1cc(C)on1 (stereo unspecified)
-1.4,COc1ccc(CCNc2nc(-c3sc(C)nc3C)cs2)cc1OC
0.31,Cc1ccc(NC(=O)c2ccc(S(=O)(=O)N3CCCCC3)cc2)cc1
-0.69,COC(=O)c1cccc(NC(=O)/C=C/c2cccc([N+](=O)[O-])c2)c1
0.17,Cn1c2c(c(=O)[nH]c1=O)C(NC(=O)c1ccco1)(C(F)(F)F)C(=O)N2 (stereo unspecified)
1.6,O=C(CSc1nnnn1C1CCCCC1)NCCc1ccccc1
-0.66,CCC(C)[C@H]1CNC(=O)C(=O)N1CCCc1cc(OC)c(OC)c(OC)c1 (stereo partly specified)
0.48,CCO/C=C1\C(=O)N(CC)c2ccccc21
0.04,CCOC(=O)CSc1nnc(C)c(=O)[nH]1
1.5,CC(=O)n1nc(-c2ccco2)nc1SCc1ccccc1
-1.7,CCN(CC)S(=O)(=O)c1cccc(-c2nnc(SCC(=O)NCCC3=CCCCC3)n2N)c1
-0.4,COC(=O)[C@@]1(Cc2ccc(F)cc2)[C@H]2c3cc(C(=O)N(C)C)n(Cc4ccccn4)c3C[C@H]2CN1C(=O)c1ccccc1
0.39,COc1cccc(-c2nc(CC(=O)O)cs2)c1OC
1.3,CCCNC(=O)c1ccccc1NC(=O)CN(c1ccccc1OCC)S(C)(=O)=O

# Further entries
Cav32 inh,canonical_smiles
0.12,COc1cccc(Cn2c(NCc3ccco3)nc3c2c(=O)n(C)c(=O)n3C)c1
-1.8,Cc1cccc(C)c1NS(=O)(=O)c1ccc(F)cc1
-0.014,COc1ccc(CCNC(=O)CSc2nnnn2-c2ccccc2)cc1
-2.1,Nc1cc(=O)nc(SCc2ccccc2)n1Cc1ccco1
-4.4*,c1ccc2nc3ccccc3nc2c1
-1.7,CCOC(=O)c1[nH]c(C)c(C(=O)Nc2ccc(Cl)cc2)c1C
0.85,CCOC(=O)N1CCC(NC(=O)c2cn(-c3ccc(OC)cc3)c(=O)c3ccccc23)CC1
-3.3,CCOC(=O)C1(C)/C(=N/Nc2ccc(Cl)cc2)C(=O)C(=O)N1c1ccccc1 (stereo unspecified)
-3.6,COc1ccccc1C1CC(c2cccs2)=Nc2ccccc2S1 (stereo unspecified)
0.37,CC1(C)CC(=O)C2=C(C1)OC(N)=C(C#N)C21C(=O)N(CN2CCOCC2)c2ccccc21 (stereo unspecified)
1.4,Cc1cccc(N2CC3=C(C2=O)C(c2ccccc2)NC(=O)N3C)c1 (stereo unspecified)
0.11,NC(=O)C1CC(=O)N(Cc2ccc3c(c2)OCO3)C(=Nc2ccccc2)S1 (stereo unspecified)
-0.43,N/C(=N\OC(=O)CCCN1C(=O)c2ccccc2C1=O)c1ccc(Cl)cc1
-2.6,COc1ccc(C)cc1NC(=O)CSc1nc(SC)ns1
0.42,COCc1cc(=O)[nH]c(SCC(=O)Nc2ccccc2)n1
0.015,COc1ccc(C(C#N)(CCC#N)CCC#N)cc1OC
0.24,Cc1ccc(NC(=O)c2cc(NC(=O)C3CC=CCC3C(=O)O)ccc2N2CCOCC2)cc1Cl (stereo unspecified)
-0.25,CCOc1cccc(OCCOc2ccccc2[N+](=O)[O-])c1
0.25,COC(C[C@H]1O[C@H]1C(=O)COCc1ccccc1)OC
2.2,O=C(CCc1nc2ccccc2c(=O)[nH]1)N1CCN(C/C=C/c2ccccc2)CC1
0.76,O=C(NCC1CCCO1)c1csc2c1CCCC2 (stereo unspecified)
-0.58,Cc1ccc(NC(=O)c2ccc3ccccc3n2)nc1
-6.8*,Cn1c(=O)c2c(nc(NCc3ccccc3)n2Cc2ccc(F)cc2)n(C)c1=O
0.54,CC(C)NCCCOc1ccc(C(C)(C)c2ccccc2)cc1
-0.89,COCCn1nnnc1C(c1ccc(C(F)(F)F)cc1)N1CCOCC1 (stereo unspecified)
0.89,C#CCOCCOCCOCCNc1nc(N2CCN(C(=O)[C@H](CCC(=O)O)n3cc(C(N)CO)nn3)CC2)nc(N2CCN(C(=O)[C@H](CCC(=O)O)n3cc(C(N)CC(C)C)nn3)CC2)n1 (stereo partly specified)
-1.1,O=C(NCc1nc2ccccc2[nH]1)C1=C[C@@H](C2CCCCC2)C[C@@H](OCCCCO)O1
0.71,CC1CCCCN1c1ncnc2ccccc12 (stereo unspecified)
0.62,Nc1nnc(CCN2C(=O)CSC2=O)s1
0.65,Cc1nc(Nc2ccncc2)c2oc3ccccc3c2n1

# Another view of 7 compounds above:
smiles,Cav32 inh
O=C(NCC1CCCO1)c1csc2c1CCCC2 (stereo unspecified),0.76
NC(=O)C1CC(=O)N(Cc2ccc3c(c2)OCO3)C(=Nc2ccccc2)S1 (stereo unspecified),0.11
CCOC(=O)C1(C)/C(=N/Nc2ccc(Cl)cc2)C(=O)C(=O)N1c1ccccc1 (stereo unspecified),-3.3
CC1(C)CC(=O)C2=C(C1)OC(N)=C(C#N)C21C(=O)N(CN2CCOCC2)c2ccccc21 (stereo unspecified),0.37
Cc1cccc(N2CC3=C(C2=O)C(c2ccccc2)NC(=O)N3C)c1 (stereo unspecified),1.4
C#CCOCCOCCOCCNc1nc(N2CCN(C(=O)[C@H](CCC(=O)O)n3cc(C(N)CO)nn3)CC2)nc(N2CCN(C(=O)[C@H](CCC(=O)O)n3cc(C(N)CC(C)C)nn3)CC2)n1 (stereo partly specified),0.89
COc1cccc(Cn2c(NCc3ccco3)nc3c2c(=O)n(C)c(=O)n3C)c1,0.12

# (list continues)
Cav32 inh,canonical_smiles
-0.037,N#Cc1c(-c2cccs2)cc(C2CC2)nc1SCC(N)=O
-0.07,O=C(O)[C@@H]1CCCC[C@@H]1C(=O)N1CCc2ccccc2C1CN1C(=O)c2ccccc2C1=O (stereo partly specified)
0.85,O=C(Nc1c(C(=O)N2CCOCC2)cnn1-c1ccccc1)c1ccco1
-0.87,COc1ccc(-c2csc(NC(=O)c3ccco3)n2)cc1
2.5,Cc1c(Nc2cc(N3CCCCCC3)c3nonc3c2[N+](=O)[O-])c(=O)n(-c2ccccc2)n1C
0.21,O=C(NCc1cccs1)c1cccnc1C(=O)O
-0.87,Clc1cccc(Cl)c1/C=N\Nc1nccs1
0.37,NC(=O)CN1C(=O)C2CCCCN2C(=O)c2ccccc21 (stereo unspecified)
0.12,Cc1ccc(C(=O)NCc2ccc(Cl)cc2)o1
0.54,CCC(=S)/C=C1\Sc2ccc3ccccc3c2N1CCCS(=O)(=O)O
0.13,O=C(Nc1ccccc1)c1ccc2nc(-c3ccco3)c(-c3ccco3)nc2c1
0.42,COC(=O)C1=C[C@@H](C(=O)OC)[C@@H]2C3=C(C(=O)C2(C)C)[C@H](C)n2c(=O)n(-c4ccccc4)c(=O)n2[C@@H]3C1
0.084,Cc1ccc(-c2nn(CCC#N)cc2C=C(C#N)C#N)cc1
1.1,CCOC(=O)C1CCCN(c2c(NCCCN(CC)c3cccc(C)c3)c(=O)c2=O)C1 (stereo unspecified)
0.61,O=C(OCC(O)CN1CCCCC1)C12CC3CC(CC(C3)C1)C2 (stereo unspecified)
-2.8,O=C(COc1ccc2c(c1)OCO2)NC12CC3CC(CC(C3)C1)C2
0.0083,COC(=O)NCCOC(=O)N(O)c1ccc(Br)cc1
0.45,COc1ccccc1N1CCN(c2cc(=O)n(-c3ccc(Cl)cc3)c(=O)[nH]2)CC1
0.1,CCOc1cc(/C=N/n2cnnc2)c(Br)cc1O
-0.029,O=C(CSc1nnnn1-c1ccccc1)CSc1nnnn1-c1ccccc1
-1.2,CCN(CC)c1nc(C(N)=O)cc(-c2ccccc2)n1
-0.031,CCCCN1C(=O)C(O)(CC(=O)c2ccccc2OC)c2ccccc21 (stereo unspecified)
0.24,Cn1cccc1C(=O)NC(=O)COC(=O)CC12CC3CC(CC(C3)C1)C2
-1,COCc1cc(Sc2cccc(Cl)c2Cl)nc(-c2ccccc2)n1
-1.9,Cc1ccccc1NC(=O)CN1C(=O)COc2ccc(Cl)cc21
0.19,Cc1ccc(Sc2cc(Cl)nc(N)n2)cc1
-6.4*,C=CCN1C=CC(=C/C=C(/C#N)C(=O)OCC)C=C1
-0.096,O=C(Cn1c(C(F)(F)F)nc2ccccc21)Oc1cccc(C(F)(F)F)c1
0.02,CCCn1c(N)c(C(c2ccc(OC)cc2)N2CCN(c3ccccc3)CC2)c(=O)[nH]c1=O (stereo unspecified)
0.41,Cc1ccc(NC(=O)CS(=O)CC(=O)NCC2OCCc3ccccc32)c(C)c1 (stereo unspecified)
0.5,COc1ccc(C(=O)Nc2ccc(O)c3c(=O)cc(-c4cccc(Cl)c4)oc23)cc1
2.6,O=C(c1ccc2c(=O)n3c(nc2c1)CCCCC3)N1CCN(Cc2ccccc2)CC1
-1.7,O=C(Oc1ccccc1)c1ccc2nsnc2c1
-0.71,O=C(Nc1ccc(C(=O)Oc2ccccc2)c(O)c1)c1ccco1
0.83,N#CC(c1ccc(O)cc1)N1CCOCC1 (stereo unspecified)
-0.76,Cc1ccc(/C=C/C(=O)c2cc(Br)ccc2OC(=O)c2ccco2)cc1
0.27,CCN(CC)CCN1C(=O)C(=O)/C(=C(/O)c2cccc(OC)c2)C1c1ccccn1 (stereo unspecified)
0.61,COc1cccc(CC(=O)Nn2c(C)nc3ccccc3c2=O)c1

# Entries from the list above that have a nitro group on carbon:
Cav32 inh,canonical_smiles
-0.8,O=[N+]([O-])c1cccc(/C=C/c2nc(C=Nc3ccccc3)c(O)o2)c1
-0.69,COC(=O)c1cccc(NC(=O)/C=C/c2cccc([N+](=O)[O-])c2)c1
-0.25,CCOc1cccc(OCCOc2ccccc2[N+](=O)[O-])c1
2.5,Cc1c(Nc2cc(N3CCCCCC3)c3nonc3c2[N+](=O)[O-])c(=O)n(-c2ccccc2)n1C
